Compound activity deposited in PubChem BioAssay by Broad Institute.
ERp5 inh = inhibitors of human ERp5 | 0.05% of 350,000 active | inhibition, % at 9.99 µM | ERp5 insulin aggregation, absorbance 650 nm, 90 min;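 active = mean replicate inhibition above about 25%, with every replicate also reaching it, limit read from the data, passing the limit was not always enough; inconclusive = only one of those two criteria met; inactive = neither criterion met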
Target sequence (Q15084 whole entry, looked up): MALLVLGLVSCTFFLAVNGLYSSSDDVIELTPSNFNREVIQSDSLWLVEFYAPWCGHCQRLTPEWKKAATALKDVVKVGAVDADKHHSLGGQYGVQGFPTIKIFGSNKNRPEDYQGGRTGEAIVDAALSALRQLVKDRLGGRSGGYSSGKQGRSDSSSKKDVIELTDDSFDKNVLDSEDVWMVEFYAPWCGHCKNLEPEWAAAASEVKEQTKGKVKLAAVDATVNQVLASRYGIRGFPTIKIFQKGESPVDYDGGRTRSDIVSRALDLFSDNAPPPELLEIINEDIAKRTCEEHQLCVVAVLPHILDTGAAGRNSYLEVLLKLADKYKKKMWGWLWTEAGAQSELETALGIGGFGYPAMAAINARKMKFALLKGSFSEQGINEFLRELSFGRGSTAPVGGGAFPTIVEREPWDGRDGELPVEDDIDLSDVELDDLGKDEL
DENV2 CPE rescue = inhibitors of DENV2 cytopathic effect. 1.7% of 350,000 active. CPE inhibition, % at 9.99 µM. DENV2-infected cells, cytopathic effect rescue, plate reader; in the data active = CPE inhibition above about 20%, passing the limit was not always enough; inconclusive = no clear call, values can overlap the other calls; tested in BHK-21 cells;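 also: 0% = median of neutral control wells and 100% = median of positive control wells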
S100A4 inh HTS = inhibitors of human S100A4 binding to myosin IIA peptide. S100A4/TAMRA-MyoIIA peptide fluorescence polarization. P26447. 0.14% of 360,000 active. inhibition, % at 10.7 µM. AID 652163;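 active = mean inhibition of at least 70% across replicates, with every replicate also reaching that level; inconclusive = mean inhibition reaches 70% but some replicates fall short; inactive = mean inhibition below 70%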
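Material: S100A4 monomer protein / Buffer or medium: 50 mM HEPES pH 7.2, 10 mM CaCl2, 100 mM KCl / Times: 5 min incubation before reading / Benchmarks: neutral control DMSO, positive control TFP / Reagent: labelled myosin peptide probe, 5 nM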
PglD DTNB = inhibitors of Campylobacter jejuni PglD acetyltransferase | purified PglD enzyme, DTNB colorimetric CoA detection | 0.098% of 360,000 active | AID 602405 | inhibition, % at 12.5 µM; in the data active = inhibition above about 16%, passing the limit was not always enough; inconclusive = no clear call, values can overlap the other calls; also: strong numbers were not always called active
Statin myotox sup = suppressors of simvastatin-induced myotoxicity in C2C12 myotubes. 0.78% of 330,000 active. rescue of ATP level, % at 7.49 µM. AID 602340. ATP luminescence, 48 h; scaled: DMSO 0, geranylgeraniol control 100;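 active = mean ATP rescue above about 67%, or every replicate alone reaching that limit, limit read from the data, passing the limit was not always enough; inconclusive = no clear call, values can overlap the other calls; inactive = mean under the limit and some replicate under it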;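 also: myotubes were challenged with 10 µM simvastatin during compound exposure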
SIRT5 block = blocks human SIRT5 desuccinylation of peptide; Q9NXA8; Purified SirT5, succinyl-peptide AMC, trypsin-coupled fluorescence; inhibition, % at 15 µM; 1.1% of 330,000 active; AID 652115; in the data active = inhibition above about 15%; inconclusive = no clear call, values can overlap the other calls
E-sel inducer = induces E-selectin expression in human endothelial cells; P16581; HUVEC E-selectin immunofluorescence imaging; normalized: neutral wells 0, TNF-alpha wells 100; activation, % at 7.58 µM; 0.37% of 260,000 active; AID 686992;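 active = mean E-selectin-positive cell signal at least 10% of the positive control, reached in at least 60% of replicates, without over 20% cell loss; inconclusive = no rule given, readout overlaps actives, possibly toxicity-flagged; inactive = the rest, including those meeting only one limit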;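 also: in these data hits start at about 27%; measured in HUVEC primary endothelial cells; signal is the percent of cells scored E-selectin positive by PE staining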
Target sequence (P16581 whole entry, looked up): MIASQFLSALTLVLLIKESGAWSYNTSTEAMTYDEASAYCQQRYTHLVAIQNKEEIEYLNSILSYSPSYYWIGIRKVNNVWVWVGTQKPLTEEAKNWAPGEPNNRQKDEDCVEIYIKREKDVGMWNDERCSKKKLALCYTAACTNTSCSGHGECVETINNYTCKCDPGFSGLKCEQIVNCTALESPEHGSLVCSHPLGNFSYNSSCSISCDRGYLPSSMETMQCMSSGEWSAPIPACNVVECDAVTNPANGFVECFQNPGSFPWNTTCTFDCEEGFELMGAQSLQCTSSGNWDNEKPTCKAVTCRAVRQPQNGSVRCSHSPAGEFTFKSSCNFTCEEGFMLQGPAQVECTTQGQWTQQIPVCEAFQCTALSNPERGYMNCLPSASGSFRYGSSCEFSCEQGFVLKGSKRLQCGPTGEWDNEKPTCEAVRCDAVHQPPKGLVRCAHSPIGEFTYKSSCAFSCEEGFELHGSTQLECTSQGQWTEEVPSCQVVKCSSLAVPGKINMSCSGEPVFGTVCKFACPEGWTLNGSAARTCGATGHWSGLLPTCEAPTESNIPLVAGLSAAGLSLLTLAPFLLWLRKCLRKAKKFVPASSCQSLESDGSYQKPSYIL
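Read-out: % PE-positive cells | Test system: HUVEC | Doses: One compound dose added by pin transfer | Buffer or medium: EGM-2 over gelatin coat | Signal: Immunofluorescence imaging | Benchmarks: TNF-alpha, DMSO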
* marks the source's active call; other numbers are inactive results; ? = inconclusive; . = not tested or not shown; & = joins results of further samples.

SMILES	ERp5 inh	DENV2 CPE rescue	S100A4 inh HTS	PglD DTNB	Statin myotox sup	SIRT5 block	E-sel inducer
O=C(Cc1ccncc1)NCC[C@H]1CC[C@H](NC(=O)C2CCCCC2)[C@H](CO)O1	17.2	0.6	-5.3	1.2	3.3	-0.1	0.6
C[C@H](CO)N1C[C@H](C)[C@H](CN(C)S(=O)(=O)c2cn(C)cn2)Oc2c(NC(=O)Nc3ccc(C(F)(F)F)cc3)cccc2C1=O	2.3	?	-3.2	0.1	-44.8	-4.0	-0.1
Cc1ccnc(NC(=S)NC(=O)c2cccs2)c1	-2.1	-6.1	10.9	3.7	.	-2.4	.
C/C=C/c1ccc([C@@H]2[C@H](CO)N(CC3CC3)C23CN(S(C)(=O)=O)C3)cc1	-2.1	-2.2	0.1	.	.	-0.6	-0.1
COc1ccc(S(=O)(=O)N(C)C[C@@H]2Oc3c(NS(=O)(=O)c4ccc(Cl)cc4)cccc3C(=O)N([C@H](C)CO)C[C@@H]2C)cc1	.	9.9	.	-0.2	-20.0	.	0.1
CNC(=O)C[C@H]1CC[C@@H]2[C@H](COc3ccc(NC(=O)c4cccs4)cc3C(=O)N2C)O1	.	1.9	.	-0.7	-4.5	.	0.0
CCCN1C[C@H](C)[C@@H](OC)CN(C)C(=O)c2ccc(NC(=O)c3ccccc3F)cc2OC[C@H]1C	-1.5	1.0	1.6	0.6	-2.3	6.7	-0.2
O=C(C[C@H]1C=C[C@H](NS(=O)(=O)c2ccccc2)[C@@H](CO)O1)N1CCC(Cc2ccccc2)CC1	-7.7	?	5.6	.	.	3.2	-0.5
O=C(c1ccc(CNc2c(N3CCCC3)c(=O)c2=O)cc1)N1CCc2ccccc2C1	-0.6	13.5	2.9	-0.1	0.6	.	0.2
COCCNc1nc(NCCOC)c2sc(-c3ccccc3)cc2n1	0.0	13.2	2.9	-0.4	-14.9	-4.0	0.2
COCCNC(=O)C[C@H]1CC[C@@H]2[C@@H](COc3ccc(NC(=O)C4CCCC4)cc3C(=O)N2C)O1	3.6	2.6	6.9	1.0	1.2	-2.0	0.2
CCc1ccc2nc(SCC(=O)Nc3nnc(C)s3)c(C)cc2c1	4.5	-1.0	-2.5	.	.	-6.8	.
Clc1ccccc1N=Nc1ccccn1	2.8	1.5	38.3	.	.	0.5	0.1
O=C(C[C@H]1CC[C@H]2[C@@H](COC[C@@H](O)CN2Cc2ccc(Oc3ccccc3)cc2)O1)N1CCN(c2ccccc2)CC1	-0.5	0.5	12.2	0.5	23.6	9.3	-0.1
COc1ccc(NS(=O)(=O)c2cccc(C(=O)N/N=C(\C)c3ccncc3)c2)cc1	-3.2	-1.0	9.1	.	.	-3.4	.
Cc1cc(-c2n[nH]c(=S)n2/N=C/c2ccco2)n[nH]1	4.6	0.7	0.6	.	.	-2.3	-0.2
Cn1c2c(c3cc([N+](=O)[O-])ccc31)CCCC2	7.7	-4.8	4.5	3.9	-24.9	-2.4	-0.2
Cc1cc(C)n2nc(C(=O)Nc3cccc(S(=O)(=O)N4CCOCC4)c3)nc2n1	-3.1	-6.5	-2.0	-0.6	-8.3	0.9	.
Cc1ccccc1NC(=O)CN1CCCC1	2.7	6.8	10.8	0.8	15.3	.	0.6
CCOC(=O)c1c(C)[nH]c(C(=O)NCC(c2ccco2)N2CCCCC2)c1C (centres undefined)	1.5	-6.4	-1.5	8.4	-1.0	-1.3	-0.1
O=C(NCc1cn2ccccc2n1)c1ccco1	-2.4	1.4	6.8	-2.5	2.4	2.5	-0.3
O=C(N/N=C/c1ccccn1)c1c[nH]c2ccccc12	2.5	-2.7	-3.1	.	.	5.6	0.3
CCCC[C@@H]1CNC(=S)N1CCc1cccc2ccccc12	5.0	-4.1	-3.3	5.6	-78.1	.	-0.1
CN(C)CCCN1CC(=O)N2CCc3ccc(Br)cc3C2CC1=O (centres undefined)	6.2	1.3	-1.2	.	.	-2.6	-0.2
COc1ccccc1C#Cc1cnc2c(c1)C(=O)N([C@H](C)CO)C[C@H](C)[C@H](CN(C)S(=O)(=O)c1cn(C)cn1)O2	-2.6	-2.7	2.1	-3.2	-9.7	-0.5	0.0

An excerpt from above with just Statin myotox sup:
compound	Statin myotox sup
O=C(Cc1ccncc1)NCC[C@H]1CC[C@H](NC(=O)C2CCCCC2)[C@H](CO)O1	3.3
C[C@H](CO)N1C[C@H](C)[C@H](CN(C)S(=O)(=O)c2cn(C)cn2)Oc2c(NC(=O)Nc3ccc(C(F)(F)F)cc3)cccc2C1=O	-44.8

Back to the main list, repeating the 5 entries before the break.
SMILES	ERp5 inh	DENV2 CPE rescue	S100A4 inh HTS	PglD DTNB	Statin myotox sup	SIRT5 block	E-sel inducer
O=C(NCc1cn2ccccc2n1)c1ccco1	-2.4	1.4	6.8	-2.5	2.4	2.5	-0.3
O=C(N/N=C/c1ccccn1)c1c[nH]c2ccccc12	2.5	-2.7	-3.1	.	.	5.6	0.3
CCCC[C@@H]1CNC(=S)N1CCc1cccc2ccccc12	5.0	-4.1	-3.3	5.6	-78.1	.	-0.1
CN(C)CCCN1CC(=O)N2CCc3ccc(Br)cc3C2CC1=O (centres undefined)	6.2	1.3	-1.2	.	.	-2.6	-0.2
COc1ccccc1C#Cc1cnc2c(c1)C(=O)N([C@H](C)CO)C[C@H](C)[C@H](CN(C)S(=O)(=O)c1cn(C)cn1)O2	-2.6	-2.7	2.1	-3.2	-9.7	-0.5	0.0
CCOc1c2ccc(C(=O)NCc3ccc(C)cc3)cc2nn1CCOC	-0.7	-16.9	3.4	.	-5.2	-11.9	0.1
CCCNC(=O)N(C)C[C@H]1Oc2ncc(C#CC3CC3)cc2C(=O)N([C@@H](C)CO)C[C@H]1C	-4.0	-3.8	-6.8	-2.6	7.2	-1.7	-0.2
[O-]/C(=C(\C(=S)NCc1ccccc1)[n+]1ccccc1)c1ccc(Cl)s1	0.6	-3.6	-4.6	-1.2	3.8	0.8	.
CCc1ccc(NC(=O)C(=O)N/N=C(\C)CC(=O)Nc2ccc(OC)cc2)cc1	-2.5	7.8	-1.1	.	.	-3.3	.
O=C1NC(Cc2ccc(O)cc2)c2nc3cc(Cl)ccc3c(=O)n2-c2cc(Cl)ccc21 (centres undefined)	2.3	?	0.8	-2.0	12.3	-0.5	0.0
O=C(CN1CCN(S(=O)(=O)c2ccc(C(F)(F)F)cc2)CC1)N1CCNC1=O	20.5	2.0	-3.6	-1.4	0.6	-2.2	.
CCC(Cc1ccccc1)NC(=O)CN1C(=O)CSc2ncccc21 (centres undefined)	-0.1	6.4	-10.8	-1.0	5.7	.	.
O=C(C[C@H]1C/C=C\CC[C@H](Cc2ccc(F)cc2)C(=O)O[C@H](c2ccccc2)CNC1=O)N[C@H](CO)Cc1ccccc1	5.8	0.3	-7.0	0.5	-17.1	-3.0	3.2
COc1ccc(S(=O)(=O)NC(C)c2ccc3c(c2)OCCO3)cc1 (centres undefined)	-0.4	-8.7	-7.3	-0.7	0.5	.	-0.8
CCOC(=O)C1CCCN(CC(=O)NC2=Nc3ccccc3N=C(C)C2c2ccccc2)C1 (centres undefined)	.	.	.	4.7	-5.4	.	-0.1
COc1cccc(C(=O)Nc2ccc3c(c2)OC[C@@H](C)NC[C@@H](C)[C@@H](OC)CN(C)C3=O)c1	-9.9	-0.2	-8.1	-1.4	9.2	1.2	-0.2
O=C(CSc1nncn1-c1ccccc1)Nc1c(F)cccc1F	-0.2	-2.3	-2.5	6.2	-3.3	-0.8	.
O=c1c2ccccc2c(=O)n2n1Cc1ccccc1C2	1.3	3.0	-7.8	-4.6	-4.0	-2.6	0.0
CCC/C(=N\NC(=O)c1cccc(C)c1)c1ccccc1	3.7	0.5	1.6	-2.2	0.7	-1.5	-0.1
CCOc1cc(C(=O)N(CC)CC(=O)Nc2c(F)cccc2F)ccc1OCC(=O)N1CCCCC1	-0.9	?	-0.5	-6.8	1.4	0.5	.
NC(=O)[C@H](Cc1cc2ccccc2s1)NC(=O)[C@@H]1CC2(CC(c3cccc(NC(=O)[C@@H]4CCC(=O)N4)c3)=NO2)CN1C(=O)c1ccccc1 (some centres undefined)	0.6	-0.1	2.8	4.4	8.4	.	0.0
Cc1cccc(C)c1OCC(=O)OCC(=O)c1ccc2c(c1)NC(=O)CO2	1.5	.	-2.5	3.9	9.0	-0.5	.
CCC(=O)N1C[C@H](O)COC[C@@H]2O[C@H](CC(=O)N3CCCCC3)CC[C@H]21	1.5	-0.8	-23.5	3.7	-5.3	1.0	0.1
COc1ccc(CNC(=O)CN2C(=O)NC(C)(c3ccc(C(C)(C)C)cc3)C2=O)cc1 (centres undefined)	-2.1	1.0	-1.4	3.1	1.4	-2.2	0.0
CCN1CCN(Cc2nc3c(c(=O)[nH]c(=O)n3C)n2Cc2ccccc2Cl)CC1	4.1	-0.9	1.8	-0.4	-12.5	-3.7	-0.1
COc1ccc(NC(=O)N(C)C[C@H]2Oc3ccc(NS(=O)(=O)c4cccs4)cc3C(=O)N([C@H](C)CO)C[C@@H]2C)cc1	-0.8&4.3	0.3&12.6	-6.6&-0.2	2.8&-2.7	-56.3&9.9	4.5&0.8	?
COc1ccc(OC)c(NC(=O)c2cccc3c2C(=O)N(C2CCCCC2)C3)c1	1.7	-4.6	-4.2	-2.4	-6.5	0.5	.
O=C(NCCc1nc(-c2ccccc2Cl)no1)c1ccccc1	.	.	.	3.3	-3.5	.	0.0
COc1cc(S(=O)(=O)NCCCn2ccnc2)ccc1F	1.2	14.8	-0.1	14.9	-12.1	0.6	0.2
COc1cccc(C(NC(C)=O)c2nc(-c3cccc(F)c3)cs2)c1 (centres undefined)	-5.5	-10.1	-1.6	-2.7	2.0	-6.6	0.4
The list goes on:
SMILES	ERp5 inh	DENV2 CPE rescue	S100A4 inh HTS	PglD DTNB	Statin myotox sup	SIRT5 block	E-sel inducer
O=C(Nc1ccc(F)cc1)Nc1ccc2c(c1)[C@@H]1C[C@H](CC(=O)N3CCOCC3)O[C@@H](CO)[C@@H]1O2	-3.4	-3.2	-1.2	1.0	0.5	-1.0	-0.1
CO[C@@H]1CN(C)C(=O)c2ccc(NS(=O)(=O)c3ccc(Cl)cc3)cc2OC[C@H](C)NC[C@H]1C	-1.5	3.7	0.8	3.0	10.8	-2.2	0.5
O=C(C[C@H]1C=C[C@H](NC(=O)Nc2ccc(F)cc2)[C@H](CO)O1)NCc1cccc(F)c1	.	0.5	12.1	3.2	-0.6	3.7	0.1
CC(C)NC(=O)Nc1cccc2c1O[C@@H](CN(C)Cc1ccc(Cl)c(Cl)c1)[C@@H](C)CN([C@H](C)CO)C2=O	-0.4	-2.0	15.9	-9.0	51.9	-6.7	44.1*
CCOC(=O)C(O)(CC(=O)c1ccc(Cl)cc1)C(=O)OCC	2.8	3.1	-1.0	.	.	-1.3	-1.0
CC(NC(=O)NC(=O)c1cccc(Cl)c1)c1ccccc1 (centres undefined)	-1.6	9.8	4.8	-0.5	6.5	-1.0	0.8
CN(CCO)c1ccc(-c2n[nH]c(=O)c3ccccc23)cc1[N+](=O)[O-]	1.7	8.3	0.8	.	.	4.9	0.1
C[C@H]1CN([C@@H](C)CO)C(=O)Cc2cc(NC(=O)CCC(F)(F)F)ccc2O[C@@H]1CN(C)Cc1ccncc1	0.2	.	0.3	-8.4	-7.0	.	-4.2

These rows are one share of the data. The share of hits here may be higher or lower than overall.
